Assay outcomes as filed in PubChem BioAssay.
proCasp3 act: procaspase-3 (human) activation. recombinant procaspase-3 D3A, Ac-DEVD-pNA absorbance 405 nm. activation, % at 8.5 µM. 0.11% of 330,000 active. AID 463141;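 active = activation above the mean of all tested compounds plus 3 SD, cut at about 21% in these data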;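 note: 0% = DMSO alone and 100% = DMSO wells spiked with extra 5 µM PC-3 D3A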
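Assay system – Procaspase-3 D3A mutant · Benchmarks – DMSO low control, extra-enzyme high control · Technique – 405 nm absorbance of p-nitroaniline, reads at 0 and 120 min · Doses – 8.5 µM nominal · Measure – % activation between DMSO and enzyme-spiked controls · Also added – Ac-DEVD-pNA chromogenic peptide substrate · Schedule – 1 h compound preincubation, 2 h substrate hydrolysis at 25 °C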
CTSL1 counter: cathepsin L1 inhibition, PFM18AAP counter-screen. recombinant F. hepatica cathepsin L1, Z-Leu-Arg-MCA fluorescence. inhibition, % at 5.96 µM. 0.49% of 300,000 active;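 active = inhibition above the mean of all tested compounds plus 3 SD, set per screening campaign, cut at about 17% in these data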;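 note: 0% = plate median of test compound wells and 100% = 1 µM Z-Phe-Ala-diazomethylketone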
PP5 primary: blocks human protein phosphatase 5 activity; inhibition, % at 6.7 µM; AID 1987; P53041; 0.18% of 320,000 active; purified PP5c, OMFP substrate fluorescence;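 active = inhibition above the campaign's mean inhibition across all tested compounds plus 3 SD, cut at about 9.5% in these data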;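 note: 0% = DMSO only and 100% = 100 µM cantharidin control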
Target sequence (P53041 whole entry, looked up): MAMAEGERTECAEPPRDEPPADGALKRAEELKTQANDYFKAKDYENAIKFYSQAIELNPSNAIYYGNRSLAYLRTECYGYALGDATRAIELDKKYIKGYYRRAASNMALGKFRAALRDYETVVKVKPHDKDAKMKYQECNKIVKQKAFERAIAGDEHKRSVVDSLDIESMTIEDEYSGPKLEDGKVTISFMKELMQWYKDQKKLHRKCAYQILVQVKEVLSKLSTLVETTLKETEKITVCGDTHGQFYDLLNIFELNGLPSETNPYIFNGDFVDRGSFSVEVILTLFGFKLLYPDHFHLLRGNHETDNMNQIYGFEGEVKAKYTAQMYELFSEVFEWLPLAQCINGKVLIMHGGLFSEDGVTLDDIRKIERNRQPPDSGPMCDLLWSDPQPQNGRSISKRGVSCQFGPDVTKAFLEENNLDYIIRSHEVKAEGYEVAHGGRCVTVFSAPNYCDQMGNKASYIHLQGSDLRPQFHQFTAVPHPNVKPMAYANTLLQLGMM
HCV core dimer: HCV core protein dimerization inhibition | TR-FRET GST/Flag-core106 dimerization, 1536-well | 0.33% of 300,000 active | inhibition, % at 5 µM;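 active = inhibition above the mean of all tested compounds plus 3 SD, set per screening campaign, cut at about 45% in these data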
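System: GST-tagged and Flag-tagged HCV core protein residues 1-106 / Input: core106 proteins, GST 13.5 nM and Flag 17 nM / Buffer or medium: KF-containing HEPES buffer, pH 7.45, DTT, CHAPS, BSA / Probe or stimulus: Eu-anti-GST and XL665-anti-Flag labelled anti-tag antibodies / Schedule: 4 h, 22.5 °C incubation / Technique: TR-FRET 671 and 617 nm emission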
PP1 inh: counter-screen for PP5 inhibitors: inhibitors of human PP1-alpha; P62136; purified PP1alpha, OMFP fluorescence; inhibition, % at 6.7 µM; 0.9% of 320,000 active;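 active = inhibition above the mean inhibition of all tested compounds plus 3 SD, computed separately for each screening campaign, cut at about 15% in these data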
Efflux pump mplx: inhibitors of Candida antifungal efflux pumps expressed in yeast; S. cerevisiae Candida pump triplex, Nile Red efflux; inhibition, % at 10 µM; AID 485275; 0.44% of 330,000 active;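 active = plate passing quality check with inhibition over a set limit, or well fluorescence over plate mean plus 4 SD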;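 note: Nile Red retained in pooled yeast measured as flow cytometry median fluorescence; 0% = buffer negative control and 100% = Enniatin B positive control; higher means more Nile Red kept so more efflux inhibition; some compounds called inactive have numbers as strong as hits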
procasp7 counter: counter-screen for procaspase-3 activators: activators of human procaspase-7; P55210; recombinant procaspase-7, Ac-DEVD-pNA absorbance 405 nm; D23A/D198A/D206A triple mutant, cannot self-cleave; scale: DMSO 0, 5 µM enzyme 100; activation, % at 8.5 µM; 0.093% of 330,000 active;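 active = percent activation above the screen-wide mean plus 3 SD, cut at about 25% in these data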
Target sequence (P55210 whole entry D23A/D198A/D206A): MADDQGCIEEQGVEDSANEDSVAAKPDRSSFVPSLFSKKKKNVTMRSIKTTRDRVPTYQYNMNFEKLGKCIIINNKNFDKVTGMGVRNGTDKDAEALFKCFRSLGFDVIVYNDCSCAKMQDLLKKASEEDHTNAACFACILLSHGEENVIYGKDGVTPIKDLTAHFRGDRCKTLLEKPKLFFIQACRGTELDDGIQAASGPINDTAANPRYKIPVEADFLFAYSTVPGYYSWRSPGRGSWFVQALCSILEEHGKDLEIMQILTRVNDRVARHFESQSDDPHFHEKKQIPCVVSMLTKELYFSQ
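Detection: p-Nitroaniline absorbance at 405 nm, read at 0 and 120 min; system: Uncleavable procaspase-7 mutant enzyme; evaluation: % activation from two-timepoint absorbance difference, scaled to controls; times: 1 h enzyme–compound preincubation and 2 h substrate reaction, both 25 °C; buffer or medium: Zinc-free HEPES pH 7.4 with 300 mM NaCl, 0.01% Triton X-100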
TPT1 inh: blocks Candida albicans tRNA 2'-phosphotransferase | recombinant caTPT1, FP RNA substrate dephosphorylation | inhibition, % at 5 µM | 0.81% of 300,000 active;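 active = inhibition above the mean of all tested compounds plus 3 SD, set per screening campaign, cut at about 24% in these data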;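 note: plate controls were DMSO alone for no effect and ferristatin control at 100 nM for full effect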
JMJD2C inh: inhibitors of human GASC-1 (JMJD2C) demethylase; Q9H3R0; GST-JMJD2C(1-420) H3K9me3 demethylation, DELFIA europium; inhibition, % at 2.35 µM; 0.069% of 330,000 active;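 active = more than half of a compound's replicate wells show inhibition beyond 50%, single wells judged on their own value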;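 note: signal counts dimethyl H3K9 product captured on neutravidin plate; 0% = median of DMSO wells and 100% = 0.3 times that DMSO median; strong numbers were not always called active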
An asterisk follows results filed as active; x = not tested or not shown; & = joins results of further samples.

SMILES,Efflux pump mplx,PP1 inh,procasp7 counter,CTSL1 counter,proCasp3 act,JMJD2C inh,HCV core dimer,TPT1 inh,PP5 primary
Cc1ccc(-c2cc(=O)c3cc(C)ccc3[nH]2)cc1,x,-2,7,-2,8,11,4,1,0.3
Nc1ccccc1NC(=O)CCn1c(=S)[nH]c2ccccc2c1=O,0.1,-7,6,-3,-1,7,1,-1,-1.1
Cc1cc(NC(=O)CCC(=O)N(c2ccc(F)cc2)C2(C(=O)NC3CCCCC3)CCCC2)no1,0.1,-1,5,3,2,-65,5,1,-0.1
CCC(C)C(=O)Nc1nc(-c2ccc3c(c2)NC(=O)CO3)cs1 (stereo not given),0.0,4,-5,-1,7,133,3,-2,1.9
COc1ccc(NC(=O)CC2SC3=NCCN3C2=O)cc1 (stereo not given),-0.2,-4,0,2,-4,9,5,-6,2.4
CC(CC(=O)NNC(=O)c1cccc(Cl)c1)c1ccccc1 (stereo not given),0.1,-3,6,-2,2,5,-4,-6,3.7
COc1ccc(CCN2C(=O)CC(NNc3ccc([N+](=O)[O-])cc3)C2=O)cc1OC (stereo not given),0.1,-1,-3,6,-11,9,2,2,1.9
CCCCCCOc1ccc(OC(=O)c2cccnc2)cc1,0.1,0,6,-1,5,8,-4,0,4.3

SMILES,Efflux pump mplx,PP1 inh,procasp7 counter,CTSL1 counter,proCasp3 act,JMJD2C inh,HCV core dimer,TPT1 inh,PP5 primary
COc1ccccc1N1CCN(C(=O)c2oc3cc(C)cc(C)c3c2C)CC1,-0.1,3,4,-3,-4,-1,5,-1,4.6
CC1(C)NC(=O)N(CN2C(=O)NC(C)(C)C2=O)C1=O,0.1,-1,2,-3,-1,-9,-3,-3,-0.8
CCOc1ccc(NC(=O)c2ccc3c(c2)OCCO3)cc1S(=O)(=O)N(CC)CC,0.0,-6,7,x,1,4,x,x,-1.8
COc1ccc(/C=N/n2cnc3c([nH]c4ccc(F)cc43)c2=O)cc1CSc1ccccn1,0.1,1,-1,0,10,1,9,3,-0.6
CCN(CC)S(=O)(=O)c1cccc2nsnc12,0.2,2,-1,-1,-13,-9,-4,0,-1.4
CCN(CC)CCCNC(=O)C1CCC(CNS(=O)(=O)c2c(C)cc(C)cc2C)CC1 (stereo not given),0.2,-4,11,-2,-7,6,1,-2,-2.9
CSCc1nnc(NC(=O)c2ccc(S(=O)(=O)N3CCCCC3C)cc2)o1 (stereo not given),0.0,17*,2,-1,1,-2,7,-1,2.9
CCOC(=O)CSc1nc2c(c(=O)[nH]1)C(C)(CC)Cc1ccccc1-2 (stereo not given),-5.0,1,-9,-14,-8,2,12,-3,1.9

SMILES,Efflux pump mplx,PP1 inh,procasp7 counter,CTSL1 counter,proCasp3 act,JMJD2C inh,HCV core dimer,TPT1 inh,PP5 primary
CC(=O)N1c2ccccc2C(=O)C1N(C)c1ccc(C)cc1 (stereo not given),0.3,-2,-3,0,-10,1,0,1,-0.9
COc1ccc(-n2c(SCC(=O)Nc3sc4c(c3C#N)CCCC4)nnc2-c2ccccc2OC)cc1,0.0,18*,1,0,2,1,36,1,3.2
CCN(Cc1ccncc1)C(=O)c1cccc(S(=O)(=O)N2CCCCC2)c1,0.2,x,1,x,8,1,x,x,x
CCCc1cc(=O)[nH]c(SCC(=O)CSc2nc(CCC)cc(=O)[nH]2)n1,-0.1,-2,-18,1,-17,-6,0,-9,-1.3
COc1cc(C2C(C#N)=C(N)Oc3cc(C)n(CCc4ccccc4)c(=O)c32)cc2c1OCO2 (stereo not given),-0.2,3,1,4,2,0,14,-2,-1.8
COc1ccccc1-c1nnc(SC(C(=O)c2c[nH]c3ccccc23)c2ccccc2)n1C (stereo not given),-0.1,0,-5,1,4,-2,20,-1,4.7
O=C1C=C(NCc2ccc(Cl)cc2)CCC1,-0.1,3,-3,1,12,-12,-13,-1,1.4
COc1cc(OC)c2ccc(=O)oc2c1C(CCN1CCCCC1)c1ccc(N(C)C)cc1 (stereo not given),0.3,5,-2,-2,2,0,-13,4,2.6

SMILES,Efflux pump mplx,PP1 inh,procasp7 counter,CTSL1 counter,proCasp3 act,JMJD2C inh,HCV core dimer,TPT1 inh,PP5 primary
Cc1nc2c([nH]1)C1(CCN(Cc3ccccc3)CC1)C(C#N)=C(N)O2,0.1,-4,-13,0,-9,4,-2,-76,-0.4
CCOC(=O)N1CCN(C(=O)c2cc(-n3cnnc3)ccc2Cl)CC1,0.4,-10,-2,-3,-9,16,-2,1,0.4
N=C1C(c2nc3ccccc3[nH]2)=C(O)CN1c1ccccc1,-0.2,-3,2,4,14,-8,-6,2,2.2
Cc1ccc(C(=O)CSc2nc3ccccc3o2)cc1,0.0,0,4,-3,-10,9,2,1,1.1
O=C(CCN1C(=O)S/C(=C\c2cccs2)C1=O)NC1=NCCS1,0.1,1,6,-2,-8,-5,7,-4,1.6
Cc1ccc(Cl)c(NC(=O)CN2CCN(C=O)CC2)c1,0.1,1,4,-5,3,1,0,2,-1.4
CCN(C(=O)COC(=O)c1c(C)nsc1NC)c1ccccc1,0.3,-3,8,x,2,0,x,x,1.2
Cc1ccc(CN2CC(C(=O)Nc3cc(C)ccn3)CC2=O)cc1 (stereo not given),0.0,-5,6,-7,11,5,0,1,2.1

SMILES,Efflux pump mplx,PP1 inh,procasp7 counter,CTSL1 counter,proCasp3 act,JMJD2C inh,HCV core dimer,TPT1 inh,PP5 primary
Cc1ccc2cc(C(c3nnnn3C3CCCC3)N3CCN(c4ccccc4)CC3)c(=O)[nH]c2c1 (stereo not given),-0.1,1,-23,6,-7,-1,2,-4,3.1
COc1ccc(OC)c(C(=O)NC2CC(C)(C)Cc3c2cnn3-c2ccccc2)c1 (stereo not given),0.5,0,-3,6,-2,-9,3,0,1.2
CC(C)(C)OC(=O)N1CC(O)CC1C(=O)OCC(=O)c1ccc(-c2ccccc2)cc1 (stereo not given),0.1,-4,1,2,-8,-8,0,-4,2.9
CC(C)CCOC(=O)C[N+](C)(C)CCOC1CC2CCC1(C)C2(C)C (stereo not given),0.0,-3,13,11,6,8,-8,0,-0.1
O=C(O)CN1C(=O)SC(Nc2ccccc2C(=O)O)C1=O (stereo not given),0.0,0,-3,7,-15,8,-2,0,-11
O=C(NNS(=O)(=O)c1ccc(F)cc1)C1CCCCC1,-0.1,0,-8,-5,-2,-1,-3,-1,2.1
O=S(=O)(c1ccccc1)c1cnn(-c2ccccc2)c1-c1ccc(F)cc1,0.0,3,-5,0,-4,-4,-10,1,3.5
Cc1ccc(C2=[N+]([O-])C(C)N(O)C2(C)C)o1 (stereo not given),0.1,-3,-6,2,7,13,-13,3,-5.0

SMILES,Efflux pump mplx,PP1 inh,procasp7 counter,CTSL1 counter,proCasp3 act,JMJD2C inh,HCV core dimer,TPT1 inh,PP5 primary
CSc1cccc(NC(=O)CC(C)n2ccnc2)c1 (stereo not given),0.0,1,10,1,-1,20,4,-3,-0.2
Cc1ccc(S(=O)(=O)NC(=O)c2cc(C)n(CCCn3ccnc3)c2C)cc1,-0.1,-3,3,-3,-4,-2,5,-2,3.1
COc1ccc(C(CNC(=O)c2ccccc2SC)N(C)C)cc1 (stereo not given),-0.1,-5,0,5,2,-3,2,0,-1.8
COC(=O)COc1ccc(S(=O)(=O)N2CCN(c3ccc(F)cc3)CC2)cc1,0.1,-2,5,0,5,-10,-3,-1,2.5
COc1ccc(C2/C(=C(/O)c3ccc(C)cc3)C(=O)C(=O)N2C)cc1 (stereo not given),0.0,-1,2,-1,-6,7,-6,-4,-2.8
Cc1ccc2nc(-c3ccc(Br)o3)oc(=O)c2c1,-0.1,2,5,0,-6,1,0,-4,1.8
C[C@H](NC(=O)c1ccco1)C(=O)Nc1ccc(S(=O)(=O)N2CCCC2)cc1,0.1,2,2,-6,-3,-7,-5,-3,2.9
Cc1nc2sc(C(c3ccccc3)N3CCN(C)CC3)c(O)n2n1 (stereo not given),-0.1,1,7,2,7,5&-2,-7,0,-2.7

SMILES,Efflux pump mplx,PP1 inh,procasp7 counter,CTSL1 counter,proCasp3 act,JMJD2C inh,HCV core dimer,TPT1 inh,PP5 primary
O=C(CN1CCN(S(=O)(=O)c2ccc(Cl)cc2)CC1)c1ccc(O)c(O)c1,0.2,0,-5,-1,-4,-6,4,-1,4.4
CC(=O)c1ccc(S(=O)(=O)N2CCN(S(=O)(=O)c3ccccc3C(F)(F)F)CC2)cc1,0.2,3,12,-2,-2,7,17,-3,-0.8
Clc1cccc(Cl)c1Cn1cc(Br)cn1,0.0,-1,3,1,3,-4,-1,1,6.4
COc1cc(/C=N/NC(=O)CC#N)cc(Br)c1O,0.0,-1,-8,2,-5,-20,-12,27*,1.4
COc1ccc(/C=c2\sc3nc(-c4ccccc4)c(-c4ccccc4)n3c2=O)cc1OC,0.7,0,4,-5,-1,1,46,18,0.2
CCCc1nnc(NS(=O)(=O)c2ccccc2)s1,0.1,-1,-2,-3,-6,17,1,-2,1.2
COc1cc2ncnc(NCc3ccc(F)cc3)c2cc1OC,-0.1,-2,10,-1,2,4,2,0,0.4
Cc1cc(C)nc(NC(=O)Nc2ccc3c(c2)OCO3)c1,0.1,0,-13,7,4,-3,-6,0,-3.5
COc1cc(/C=N/NC(=O)c2cccnc2)cc(Br)c1O,0.0,1,-6,0,-2,0,-27,1,0.6

In a second layout: 2 of the compounds above
> O=C(CN1CCN(S(=O)(=O)c2ccc(Cl)cc2)CC1)c1ccc(O)c(O)c1
  Efflux pump mplx = 0.2 | PP1 inh = 0 | procasp7 counter = -5 | CTSL1 counter = -1 | proCasp3 act = -4 | JMJD2C inh = -6 | HCV core dimer = 4 | TPT1 inh = -1 | PP5 primary = 4.4

> COc1cc(/C=N/NC(=O)CC#N)cc(Br)c1O
  Efflux pump mplx = 0.0 | PP1 inh = -1 | procasp7 counter = -8 | CTSL1 counter = 2 | proCasp3 act = -5 | JMJD2C inh = -20 | HCV core dimer = -12 | TPT1 inh = 27* | PP5 primary = 1.4
